PV pol inh = inhibitors of poliovirus RNA polymerase binding and polymerization; 0.66% of 150,000 active; P03300; % elongation, % (compound at 16.7 µg/mL); poliovirus polymerase elongation, fluorescence polarization; active compounds read low; in the data active = % elongation below about 90%; note: some results filed as inactive read as strong as hits
Target sequence (P03300 1749-2209 limits assumed): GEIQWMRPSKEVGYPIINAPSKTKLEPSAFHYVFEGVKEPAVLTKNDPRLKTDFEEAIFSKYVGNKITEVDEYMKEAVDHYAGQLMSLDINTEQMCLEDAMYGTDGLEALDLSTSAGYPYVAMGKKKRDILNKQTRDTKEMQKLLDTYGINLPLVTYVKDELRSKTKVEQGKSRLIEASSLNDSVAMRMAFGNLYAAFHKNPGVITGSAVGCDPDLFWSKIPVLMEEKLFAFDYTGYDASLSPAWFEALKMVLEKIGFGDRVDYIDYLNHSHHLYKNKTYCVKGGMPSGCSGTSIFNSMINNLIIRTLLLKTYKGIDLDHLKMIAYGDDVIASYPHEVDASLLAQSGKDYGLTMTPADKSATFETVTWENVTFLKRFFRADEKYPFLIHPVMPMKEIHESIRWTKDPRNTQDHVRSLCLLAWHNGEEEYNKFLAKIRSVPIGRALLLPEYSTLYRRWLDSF
PV pol inh FP z-score = second read-out of PV pol inh, no call of its own (marks repeat the call); z-score; measured here: FP z-score; hits read low
Starred values were filed as active, the others as inactive. These rows are one share of the data; count on the stated rates, not on these rows.

SMILES | PV pol inh | PV pol inh FP z-score
CC1(C)CC(NS(=O)(=O)c2ccccc2)CC(C)(C)N1 | 99 | -0.3
CCCc1cc(=O)oc2cc(OCC=C(C)C)ccc12 | 100 | -0.7
CC1=C(C#N)C(C(F)(F)F)(C(F)(F)F)N=C(c2ccncc2)N1 | 106 | 0.7
CC(=O)Nc1cccc(C(=O)OC(C)C(=O)N(C)c2ccccc2)c1 (configuration not stated) | 105 | 0.4
COC(=O)C1C2C=CC3(CN(C4CCCC4)C(=O)C13)O2 (configuration not stated) | 105 | 0.6
CCOC(=O)N1CCC(c2cc(=O)n3[nH]c(-c4ccccc4)cc3n2)CC1 | 104 | 1.2
Cc1ccc(CN2CCSc3ccc(C(=O)N4CCN(c5cccc(C)c5C)CC4)cc32)cc1 | 108 | 1.2
Cc1ccc(-n2nc(C)c3c(C(=O)NCc4ccccc4)cc(C4CC4)nc32)cc1 | 98 | -2
COc1ccccc1C(=O)NCc1nnnn1-c1ccc(C)c(C)c1 | 99 | -2
CCOc1ccccc1N(C)C(=O)c1cn(CC(C)C)c(=O)c2cc(OC)c(OC)cc12 | 99 | -0.3
CCOc1cc2nccnc2cc1OCC | 103 | 0.9
COCCCNc1ncnc2ccc(Br)cc12 | 100 | -0.3
Cc1ccc2[nH]cc(NC(=O)NCc3ccco3)c(=O)c2c1 | 101 | -0.1
CS(=O)(=O)NCc1ccc2c(c1)OCO2 | 106 | 0.7
COC(=O)CSc1nc2ccccc2nc1SCC(=O)OC | 103 | 0.1
CC1=C(c2ccc(C(C)C)cc2)S(=O)(=O)N=C1N1CCC(C(=O)NCCc2ccco2)CC1 | 103 | -0.2
COc1ccc(-c2[nH]ncc2C(=O)NCc2ccccc2OC)cc1 | 110 | 0
CCN(CC)C(=O)c1cc(-c2ccc(Cl)cc2)on1 | 108 | 0.7
N#Cc1ccc(Cn2cnc3ccccc32)cc1 | 104 | 0.5
COC(=O)c1ccc(Cn2nc(C(F)(F)F)cc2C)cc1 | 100 | -0.7

By substructure, the compounds so far containing a halogen (4)
SMILES | PV pol inh | PV pol inh FP z-score
CC1=C(C#N)C(C(F)(F)F)(C(F)(F)F)N=C(c2ccncc2)N1 | 106 | 0.7
COCCCNc1ncnc2ccc(Br)cc12 | 100 | -0.3
CCN(CC)C(=O)c1cc(-c2ccc(Cl)cc2)on1 | 108 | 0.7
COC(=O)c1ccc(Cn2nc(C(F)(F)F)cc2C)cc1 | 100 | -0.7

More structures follow.
SMILES | PV pol inh | PV pol inh FP z-score
COCc1c(C(=O)O)oc2ccccc12 | 106 | 0.5
Cc1cccc(N(C)S(=O)(=O)c2ccc3c(c2)CCN3C(=O)C2CC2)c1 | 103 | 0.5
Cc1ccc(-c2nc(S(=O)(=O)c3ccccc3)c(N3CCN(c4ccccc4)CC3)o2)cc1 | 104 | -0.6
Cn1nnc2c(N3CCN(c4ccccc4Cl)CC3)ncnc21 | 105 | -0.5
COc1ccc(C2C3=C(CC(C)(C)CC3=O)Nc3[nH]c(=O)[nH]c(=O)c32)cc1 (configuration not stated) | 98 | -0.3
COc1ccc(-c2[nH]ncc2C(=O)NCc2ccc(F)cc2)cc1 | 110 | -0.1
O=C(CSC1=Nc2ccccc2N=C(c2ccc(F)cc2)C1)Nc1cccc(C(F)(F)F)c1 | 102 | -1.1
Cn1nc(-c2ccccc2)c(-c2ccccc2)c(C(=O)Nc2ccc(S(N)(=O)=O)cc2)c1=O | 102 | -1
Cc1c(-c2cccc(NC(=O)C(C)(C)Oc3ccc(Cl)cc3)c2)nc2ncccn12 | 103 | 0.4
Cc1ccc(/C=C2\SC(=O)N(CCNC(=O)c3ccc(OCc4c(C)noc4C)cc3)C2=O)cc1 | 108 | 0.7
COc1ccccc1NC(=O)N1CCCSC1=NC1CCCCC1 | 102 | 0.2
O=C(CSc1ccc(F)cc1)NC(=O)C1CCCCC1 | 103 | -0.1
COc1cc(NC(=O)c2nnn(CC(=O)Nc3ccccc3)c2N)cc(OC)c1 | 110 | 0.5
N#Cc1nc(COc2ccc(Cl)cc2)oc1NCc1ccco1 | 102 | 0.1
N#CCc1nc2ccccc2[nH]1 | 100 | -0.3
Cc1[nH]c2ccccc2c1C(=O)CSc1ccc(Cl)cc1 | 102 | 0.1
O=C(Nc1nc(-c2ccc3c(c2)OCCO3)cs1)c1ccc(Br)s1 | 103 | 0.4
CCS(=O)(=O)n1nc(-c2ccco2)nc1SC | 96 | -1.3
COc1cc(OC)c2nc(C)c3c(c2c1)SCC3 | 99 | -0.7
Cc1ccc(C)c(-n2c(SCc3ccc(C#N)cc3)nnc2-c2cc3sccc3n2C)c1 | 101 | -0.4

Compound profiles, from the list above:
N#Cc1nc(COc2ccc(Cl)cc2)oc1NCc1ccco1 as listed: PV pol inh: 102; PV pol inh FP z-score: 0.1
O=C(CSC1=Nc2ccccc2N=C(c2ccc(F)cc2)C1)Nc1cccc(C(F)(F)F)c1 as listed: PV pol inh: 102; PV pol inh FP z-score: -1.1
COCCCNc1ncnc2ccc(Br)cc12 as listed: PV pol inh: 100; PV pol inh FP z-score: -0.3

(more compounds)
SMILES | PV pol inh | PV pol inh FP z-score
Cc1cccc(C)c1NC(=O)c1nc(SC(C)C)ncc1Cl | 103 | -0.7
CN(C)S(=O)(=O)c1ccc2c(c1)N(CC(=O)Nc1ccc(OC(F)(F)F)cc1)C(=O)CS2 | 103 | -0.3
O=C(Cc1ccc(-c2ccccc2)cc1)NCCS(=O)(=O)N1CCN(c2ccccc2)CC1 | 108 | 0.2
CCN(CC)C(=S)NC(=O)c1ccccc1 | 103 | 0.2
COc1ccc(OCC(=O)NC2CC(=O)N(c3cccc(OC)c3)C2)cc1 (configuration not stated) | 99 | -1.6
O=C(NC(=S)Nc1ccccc1O)c1ccccc1 | 101 | -0.1
O=C(NCc1ccccc1)c1cccnc1 | 101 | -0.1
O=C(NCc1ccco1)C1CCCN1S(=O)(=O)c1ccc2ccccc2c1 (configuration not stated) | 103 | 0
Cc1cc(=O)oc2c1c(C)nn2CN1CCN(C)CC1 | 106 | 0.7
CS(=O)(=O)NC12CC3CC(CC(C3)C1)C2 | 101 | 0.2
Fc1ccc(NC(=S)N2CCc3ccccc32)cc1 | 101 | -0.2
COc1ccc(CCNC(=O)C(C(C)C)N2Cc3ccccc3C2=O)c(OC)c1OC (configuration not stated) | 102 | 0.2
Cc1ccccc1OCc1nnc(N)s1 | 106 | 0.3
Cc1ccc(CC(C#N)Sc2nnc(-c3ccccc3F)o2)cc1 (configuration not stated) | 102 | 0
O=C(NCCc1ccc(Cl)cc1)c1ccc(CS(=O)(=O)c2ccc(Cl)cc2)o1 | 107 | -0.1
O=C(CN1CCCC1c1ccc2c(c1)OCCO2)NC(=O)Nc1ccccc1F (configuration not stated) | 101 | -0.2
CN(C)C(=O)/C(=C\c1ccccc1)NC(=O)c1ccccc1 | 102 | 0
CC1CCN(CC(C)OC(=O)c2ccc3c(c2)OCCO3)CC1 (configuration not stated) | 102 | 0.3
O=C(Oc1ccc(C2=NCCS2)cc1)c1ccccc1Cl | 110 | 1.5
CCOC(=O)c1cc(S(=O)(=O)NCc2ccc(C)cc2)[nH]n1 | 110 | 0.7
O=C(Cc1ccc(F)cc1)Nc1nnc(-c2ccc(F)cc2)o1 | 104 | 0.2
C=C(C)CSc1nnc(CNC(=O)OC(C)(C)C)n1-c1ccccc1 | 102 | 0.2
Cc1ccsc1C(=O)Nc1ccccc1N1CCOCC1 | 102 | 0.2
O=C(COn1nnc2ccccc21)N1CCc2ccccc2C1 | 101 | -0.1
O=C(Nc1ccccc1)N1CCN(c2ncccn2)CC1 | 108 | 0.5
Cc1ccc(N(C)C(=O)CC(C)S(=O)(=O)c2ccc3c(c2)NC(=O)CO3)cc1 (configuration not stated) | 99 | -1.4
COc1cc(Br)c(CSc2n[nH]c(=O)n2C2CC2)cc1OC | 106 | 0.8
O=C(Cc1cccc(C(F)(F)F)c1)NNc1c(F)c(F)cc(F)c1F | 100 | -0.5
Cc1cn(C)c(CC(=O)NCc2ccc(Cl)cc2)c1C(=O)O | 105 | -0.1
Cc1cccc(NC(=O)c2sc3nc4n(c(=O)c3c2C)N=C(c2ccc(F)cc2)CS4)c1C | 97 | -1.9
COC(=O)c1c[nH]c2ccccc12 | 102 | 0.1
O=S(=O)(Nc1cc(Cl)ccc1N1CCCCC1)c1cccc2nsnc12 | 103 | 0.3
Cc1c2cnn(-c3ccccc3)c(=O)c2c(C)n1CCCC(=O)N1CCCCC1 | 101 | -0.2
O=C(O)c1ccc2ccccc2n1 | 99 | -0.1
N#CC(C(=O)CN1CCOCC1)c1ccccc1 (configuration not stated) | 104 | 0.7
COc1cccc(NC(=S)N(CCC(C)C)C2CCN(C(C)=O)CC2)c1 | 100 | -0.3
CCOC(=O)c1sc(NC(=O)c2cc(-c3ccc(F)cc3)on2)c(C(=O)OCC)c1C | 108 | 0.8
N#Cc1ccc(COC(=O)C2CCCCN2S(=O)(=O)c2cccc3nsnc23)cc1 (configuration not stated) | 42* | -3.7*
CCCNC(=O)Nc1ccc2snnc2c1 | 100 | -0.7
CCN(CC(=O)Nc1cccc(OC)c1)C(=O)C1CCN(C(=O)Nc2ccccc2)CC1 | 107 | 1
CCOc1ccc(NC(=O)Cn2c(=O)nc(-c3ccccc3)c3ccccc32)cc1 | 108 | 0.4
CC1CC(C)CN(CCCNC(=O)c2ccc3c(SCC(=O)O)c4c(nc3c2)CCC4)C1 (configuration not stated) | 95 | -1.5
CC(C)c1ccc(Nc2c(-c3ccccn3)nc3ccccn23)cc1 | 108 | 1
Cc1ccccc1Nc1nc(N)nc(COC(=O)CCc2nc3ccccc3c(=O)[nH]2)n1 | 108 | 0.8
CC(=O)N1N=C(c2ccncc2)OC1(C)C | 100 | -0.7
COc1cc2[nH]c3c(=O)n(Cc4ccc(Cl)cc4)cnc3c2cc1OC | 101 | -0.1
CN(C)c1ccc(/C=C2\CSC(=S)NC2=O)cc1 | 45 | -5.4
O=C(NCCc1ccc(Cl)cc1)c1ccc(CS(=O)Cc2cccc(Cl)c2)o1 (configuration not stated) | 102 | -0.9
Cc1nc2c(cnn2-c2ccccc2)c(=O)n1NC(=O)Nc1ccc(Cl)c(Cl)c1 | 107 | 0.5
CCC(=O)N1CCc2cc(S(=O)(=O)CCC(=O)N3CCN(c4cc(C)ccc4C)CC3)ccc21 | 114 | 1.4
COc1ccc(OCCOc2cccc(N)c2)cc1 | 102 | 0.1
CC1CN(C(=O)c2cc(F)c(F)cc2Cl)CC(C)O1 (configuration not stated) | 100 | -0.1
O=C1CSC2(C(=O)N(Cc3cccc(F)c3)c3ccccc32)N1c1cccc(C(F)(F)F)c1 (configuration not stated) | 106 | 0.1
COc1ccc(C2N3CCCN2CC3)cc1 (configuration not stated) | 101 | 0
CN1C(=O)/C(=C/c2c(N(C)C)nc3ccccn3c2=O)SC1=S | 123 | 4.5
Cc1cc2c(cn1)C(CCC#N)(CCC#N)c1ccccc1-2 | 102 | -0.1
COc1ccc2cc(Br)ccc2c1CC(=O)N1CCOCC1 | 102 | 0.4
CCn1c(SCC(=O)Nc2c(Cl)cc(S(N)(=O)=O)cc2Cl)nc2ccccc21 | 103 | 0
COc1ccc(C2C=C(c3ccc(Cl)cc3)Nc3nc(-c4ccc(Cl)cc4)nn32)cc1 (configuration not stated) | 103 | -1.2
CCc1nc2cccnc2n1-c1ccc(CC(=O)Nc2cccc(C)c2C)cc1 | 104 | -0.6

Another view of 2 compounds above.
Molecule	PV pol inh	PV pol inh FP z-score
COc1ccc(C2C=C(c3ccc(Cl)cc3)Nc3nc(-c4ccc(Cl)cc4)nn32)cc1 (configuration not stated)	103	-1.2
CCc1nc2cccnc2n1-c1ccc(CC(=O)Nc2cccc(C)c2C)cc1	104	-0.6

Continued.
SMILES | PV pol inh | PV pol inh FP z-score
CCN(CC)N=Nc1ccc(C(=O)O)cc1 | 106 | 1.2
O=C1c2ccccc2C(=O)C1(CO)c1ccccc1 | 97 | -0.9
CCCNC(=O)c1ccc(-n2c(=S)[nH]c3ccccc3c2=O)cc1 | 103 | 0.5
CCCC(C)C(=O)Nc1nnc(C(C)C)s1 (configuration not stated) | 91 | -1.2
O=C(CSc1nnc(-c2ccc(Cl)cc2)n1CC1CCCO1)Nc1ccc2c(c1)OCCO2 (configuration not stated) | 104 | 0.2
CCOc1ccc(NC(=O)N2CCN3CCCCC3C2)cc1 (configuration not stated) | 106 | -0.3
COc1ccccc1N1CCN(C(=O)c2nn(C)c3c2CS(=O)(=O)c2ccccc2-3)CC1 | 112 | 1
CCn1c(SCC(=O)Nc2ccccc2)nc2c(c1=O)SCC2 | 102 | 0.2
CCc1cc2c(cc3c(=O)n(CC(=O)NC(C)c4ccc5c(c4)OCCO5)nc(CC)n32)s1 (configuration not stated) | 103 | -0.2
COc1cccc(N2C(=O)/C(=C/C=C/c3ccco3)C(=O)NC2=S)c1 | 113 | 2.4
O=C(O)CN1C(=O)/C(=C\c2ccsc2)SC1=S | 106 | 0.4
Cc1nn2c(=O)cc(COC(=O)c3cccc(NC(=O)c4ccc(C(C)(C)C)cc4)c3)nc2s1 | 110 | 0.8
C/C(=N\Oc1nc(-c2ccccc2)ns1)c1cccs1 | 98 | -1.2
Cc1c(C(=O)Nc2ccc(F)cc2F)oc2c1-c1nn(Cc3c(F)cccc3Cl)cc1CC2 | 104 | -0.5
CS(=O)(=O)N1CCN(c2ccc(NC(=O)c3ccc4c(c3)OCO4)cc2)CC1 | 103 | 0.4
C=CC(=O)Nc1cc(C(=O)OC)ccc1C(=O)OC | 107 | 0.6
CCOc1ccc(CNCc2c(C(=O)O)n(Cc3ccc(C)cc3)c3cc(C)ccc23)cc1 | 105 | -0.4
O=C(O)CCCN=C(c1ccc(Cl)cc1)c1cc(F)ccc1O | 99 | -0.5
COc1ccc(Nc2cc(C(=O)NCCc3ccc(C)cc3)c3ccccc3n2)c(OC)c1 | 112 | 0.9

Bioassay records: PubChem BioAssay, ICCB-Longwood Screening Facility, Harvard Medical School
